Bioassay records as filed in PubChem BioAssay.
M. tuberculosis HTS: M. tuberculosis growth inhibition, HTS (AID 449762); M. tuberculosis H37Rv growth inhibition, 7H9 media; higher % means a stronger effect; one-dose inhibition, % at 25 µM; IC50 in µM for titrated hits; actives 0.59% (n = 330,000); in the data active = a potency from the dose series; inconclusive = inhibition above about 70% without an active follow-up result;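 also: bacterial growth assessed after seven days of incubation; strong numbers were not always called active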
M. tuberculosis: growth inhibition of non-replicating M. tuberculosis (AID 488890); Mycobacterium tuberculosis non-replicating, growth inhibition; higher % means a stronger effect; inhibition, % at 25 µM; hits with a dose series show IC50 in µM; actives 0.39% (n = 320,000); in the data active = a potency from the dose series; inconclusive = inhibition mostly from about 82% at the one dose, without a potency; inactive = the rest, 99 in 100 with inhibition below about 76%;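 also: plate controls were DMSO cells for no effect and high antibiotic wells for full effect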
PhoP GFP inhibition: PhoP regulon inhibitors, Salmonella typhi PhoP promoter GFP reporter, confirmatory (AID 1850) | actives 0.33% (n = 310,000) | inhibition, % at 50 µM, or IC50 in µM where a hit was titrated | Salmonella Typhi PhoP-promoter GFP reporter, fluorescence, 4 h; higher % means a stronger effect; in the data active = a potency from the dose series; inconclusive = inhibition mostly from about 25% at the one dose, without a potency; inactive = the rest, 99 in 100 with inhibition below about 19%;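 also: 0% = induced wells with vehicle and 100% = uninduced wells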
H1N1 NS1A inhibition: H1N1 influenza NS1A inhibitors, functional cell based assay (AID 504329) | inhibition, % at 12.5 µM, or IC50 in µM where a hit was titrated | NS1A functional cell-based assay, percent inhibition; higher % means a stronger effect | actives 0.3% (n = 340,000); in the data active = a potency from the dose series; inconclusive = inhibition above about 27% without an active follow-up result; also: strong numbers were not always called active
VEEV TC-83 Vero: inhibitors of VEEV TC-83 cytopathic effect, confirmation, Vero cells (AID 588727); Vero cells, VEEV TC-83 cytopathic effect inhibition; higher % means a stronger effect; inhibition, % at 20 µM; hits with a dose series show IC50 in µM; actives 0.13% (n = 350,000); in the data active = a potency from the dose series; inconclusive = inhibition mostly from about 14% at the one dose, without a potency; inactive = the rest, 99 in 100 with inhibition below about 12%; also: strong numbers were not always called active
VEEV TC-83 Vero 10K pilot screen: second read-out of VEEV TC-83 Vero, no call of its own (marks repeat the call); inhibition, %; measured here: 10K pilot screen inhibition
The depositor's hits bear a star; i = inactive; ? = inconclusive; . = not tested or not shown.

SMILES	M. tuberculosis HTS	M. tuberculosis	PhoP GFP inhibition	H1N1 NS1A inhibition	VEEV TC-83 Vero	others
CCOC(=O)C1(CC2CCCCO2)CCN(S(=O)(=O)c2ccsc2)CC1 (centres undefined)	8%	-2%	5%	2%	i
COc1cccc(CNC(=O)COC(=O)CCc2cc(OC)c(OC)c(OC)c2)c1	1%	-3%	.	-9%	2.1%
CCOC(=O)c1c(C)nc(C)c(C(=O)OCC)c1-c1ccccc1	-4%	-11%	-3%	-17%	i
Cc1nonc1N1CCN(Cc2cn[nH]c2-c2ccc3c(c2)OCO3)CC1	1%	-7%	-6%	-4%	1.1%
Cc1cc(S(=O)(=O)N(Cc2cccs2)Cc2ccccc2F)ccc1-n1cnnn1	-3%	-1%	-2%	-4%	6.0%
COc1ccccc1/C=c1\sc2nc(-c3ccco3)nn2c1=O	-1%	12%	3%	-7%	1.9%
O=C(/C=C/c1ccccc1Cl)Nc1ccncc1	3%	5%	4%	-2%	2.9%
CCC(C)[C@H](NC(=O)NCc1cccc(OC)c1)C(=O)OC (some centres undefined)	7%	0%	0%	-14%	0.9%
CCS(=O)(=O)N1Cc2ccccc2CC1C(=O)NC(C)C12CC3CC(CC(C3)C1)C2 (centres undefined)	-1%	15%	-3%	3%	i	VEEV TC-83 Vero 10K pilot screen=1.7
Cc1ccc(-c2nnc(SCC(=O)CC(=O)Nc3ccccc3)n2-c2ccccc2)cc1	0%	11%	1%	0%	1.4%
N/C(=N/OC(=O)c1ccccc1F)c1nonc1N	7%	32%	7%	-9%	0.7%
Nc1cc(S(=O)(=O)N2CCOCC2)ccc1N1CCCCC1	?	?	.	11%	0.2%
C[C@H]1CC[C@@]2(O[C@H](CCO)C[C@H](O)[C@H]2O)O1	-4%	0%	5%	-4%	0.2%	VEEV TC-83 Vero 10K pilot screen=0.6
O=C(CCn1c(=O)[nH]c2ccsc2c1=O)NCc1ccc(F)cc1	-3%	3%	-1%	-1%	0.1%
Cc1ccc(S(=O)(=O)Nc2ccc3c(c2)OCCO3)cc1C	-3%	19%	5%	2%	0.1%
CCCCn1c(=O)c(C(=O)NCc2ccccc2)c(O)c2ccccc21	-16%	9%	-4%	-11%	3.4%
COc1ccc(/C=C(/NC(=O)c2ccc(OC)c(OC)c2)C(=O)NCCc2c[nH]c3ccccc23)cc1	-1%	41%	-4%	-4%	0.5%
Cc1nc(N)c2c(Cc3cccc4ccccc34)nn(C(C)(C)C)c2n1	7%	16%	5%	7%	0.3%	VEEV TC-83 Vero 10K pilot screen=2.1
CC(C)N(C)CCOC(=O)/C=C/c1ccccc1	-3%	-5%	-4%	15%	0.6%
CCOC(=O)c1ccccc1NC(=O)COC(=O)CCCOc1ccccc1	?	47%	-3%	-5%	2.5%
COc1ccc(NC(=S)NC(=O)C2CCCCC2)cc1	6%	?	0%	-6%	0.6%
CCCCOC(=O)C1CN(c2ccccc2)N=C1C(C)=O (centres undefined)	15%	40%	-4%	-19%	i	VEEV TC-83 Vero 10K pilot screen=0.0
COc1cc(C(=O)NCCC(=O)N2CCCCC2)cc(OC)c1OC	3%	-44%	-3%	-13%	0.6%
CCC(=O)c1ccc(-c2ccccc2)cc1	-3%	73%	6%	-14%	1.3%
O=C(Nc1ccccc1)c1ccccc1NS(=O)(=O)c1ccc(Cl)s1	0%	79%	1%	-7%	2.9%
O=C(NCc1cccnc1)c1cccnc1-c1nc2ccccc2s1	1%	1%	-8%	-2%	0.8%
O=C(CCCNc1ccccc1)N/N=C/c1cccs1	-9%	3%	3%	13%	0.7%
Cn1c(C(=O)N[C@@H](Cc2ccccc2)C(=O)NCCC(=O)O)cc2cc(Cl)ccc21	5%	-20%	6%	-5%	i
COc1ccc(N2CCN(C(=O)COC(=O)c3cccc(S(=O)(=O)Nc4ccccc4OC)c3)CC2)cc1	-1%	4%	2%	1%	11%
CCOc1ccc(NC(=O)CCC(=O)N/N=C2\CCCc3ccccc32)cc1	37%	-12%	-6%	0%	i
CCn1c(NCc2cc(Cl)ccc2O)nc2ccccc21	3%	67%	13%	18%	i
Cc1cc(OCC(=O)N[C@@H](Cc2ccccc2)C(=O)O)c2c3c(c(=O)oc2c1)CCC3	-16%	4%	4%	10%	1.4%
CCOC(=O)CN(C(=O)COc1nc(C)cc(C)c1C#N)c1ccc(F)cc1	0%	4%	2%	-18%	0.0%
CCN1CCN(C(=O)CN(C)S(=O)(=O)c2ccc(OC)c(C)c2)CC1	-16%	-10%	7%	-6%	1.1%
N#CCc1c(C#N)c(N)nc(N2CCCC(O)C2)c1C#N (centres undefined)	-8%	-2%	3%	-8%	i
CCOC(=O)C1CC(=O)c2cc(OC)c(OC)cc2C1 (centres undefined)	3%	-5%	-18%	3%	2.0%
CCOc1ccc(N2CC(C(=O)Nc3c(C)n(C)n(-c4ccccc4)c3=O)CC2=O)cc1 (centres undefined)	-6%	9%	1%	3%	1.3%
CCN1CCN(C(=O)N[C@@H](C(=O)N[C@@H]2C(=O)N3C(C(=O)O)=C(CSc4nnnn4C)CS[C@H]23)c2ccc(O)cc2)C(=O)C1=O	-4%	27%	13%	-2%	i
CC1Cc2ccccc2N1S(=O)(=O)c1ccc2c(c1)n(C)c(=O)c(=O)n2C (centres undefined)	-6%	5%	6%	5%	3.4%
COc1ccccc1C(=O)Nc1ccc(S(=O)(=O)N2CCCC2)cc1	-7%	4%	-8%	-4%	3.9%
O=c1[nH]c(C2CCCN(S(=O)(=O)c3cccc(Cl)c3)C2)nc2c1nnn2Cc1ccc2c(c1)OCCO2 (centres undefined)	?	-7%	12%	0%	7.1%
C=CCn1c(SC(C)C(=O)NCc2ccc3c(c2)OCO3)nc2scc(-c3ccccc3)c2c1=O (centres undefined)	.	.	-1%	21%	i	VEEV TC-83 Vero 10K pilot screen=5.5
COc1ccc(C(=O)Nc2cc(Cl)cc(Cl)c2)c(OC)n1	8%	23%	6%	0%	7.0%
CCOc1ncccc1C(=O)OCC(=O)Nc1ccc(C(N)=O)cc1	-1%	-9%	-2%	11%	0.4%
COc1cc(C(=O)OCC(=O)NCc2ccco2)cc(OC)c1OC	-2%	0%	6%	-7%	4.2%
COc1ccc(CCNC(=O)Cn2nnc(-c3ccc(OC)c(OC)c3)n2)cc1OC	-11%	2%	-2%	-5%	0.3%
O=C(CCS(=O)(=O)c1ccccc1)Nc1nc2c(s1)CCCC2	-4%	49%	9%	4%	?
COc1cc(C(=O)Nc2ccc(Oc3ncnc4sc(-c5ccccc5)cc34)cc2)cc(OC)c1OC	2%	-19%	-2%	4%	1.5%
COc1ccc(-c2nc3cnccn3c2NC(C)(C)CC(C)(C)C)cc1O	5%	10%	20%	5%	37%
CC(C)(C)OC(=O)NCCC(=O)N/N=C/c1cccc2nccnc12	-7%	10%	5%	1%	2.0%
COc1ccc(C(C)(C)C)cc1NC(=O)C1C2C=CC(C2)C1C(=O)O (centres undefined)	-6%	54%	-7%	-3%	1.5%
N#C/C(=N/Nc1ccccc1[N+](=O)[O-])C(N)=S	-6%	?	1%	2%	i
Cc1cccc(Oc2ccccc2NC(=O)c2cnccn2)c1	-2%	-19%	1%	-8%	1.9%
O=C(Cc1cccs1)N(Cc1ccco1)C1(C(=O)NC2CCCC2)CCCCC1	1%	18%	9%	7%	0.2%
COc1ccc(/C=C2\SC(=S)N(CCCC(=O)Nc3ccccn3)C2=O)cc1OC	6%	?	5%	-3%	4.6%
COc1cccc(C(=O)NC2CCN(CC(=O)Nc3c(C)cc(C)cc3C)CC2)c1	-7%	6%	0%	.	.
Cc1cc(C)n(-c2ccc(C(=O)OCC(=O)N(CC(C)C)C3CCS(=O)(=O)C3)cc2)n1 (centres undefined)	1%	-2%	5%	0%	2.1%
COc1ccc2cc(C(C)C(=O)O)ccc2c1 (centres undefined)	18%	10%	-11%	-4%	0.4%
CCC1(C)SC(NC(C)=O)=NN1C(C)=O (centres undefined)	5%	-9%	-8%	-6%	0.6%
COC(=O)c1cccnc1SCc1ccccc1	-1%	4%	12%	3%	1.9%

The list goes on:
SMILES	M. tuberculosis HTS	M. tuberculosis	PhoP GFP inhibition	H1N1 NS1A inhibition	VEEV TC-83 Vero	others
CC1CC(C)CN(S(=O)(=O)c2ccc(NC(=O)CN3C(=O)NC(C)(c4ccccc4)C3=O)cc2)C1 (centres undefined)	-8%	16%	-8%	-5%	5.8%
CC(C)c1ccc(NC(=S)N2CCCC2)cc1	-4%	7%	-5%	-4%	i
COc1ccccc1OCc1nc(C#N)c(NCc2ccco2)o1	-6%	27%	7%	6%	i	VEEV TC-83 Vero 10K pilot screen=2.3
O=C(COc1nncc2ccccc12)NCC(F)(F)F	-8%	4%	-5%	-7%	2.1%
FC(F)Oc1ccc(NC(=S)N2CCc3ccccc32)cc1	-3%	3%	11%	13%	0.4%
CCN(CC)CCN1CNC(=S)N(c2ccccc2OC)C1	-13%	-11%	4%	.	1.2%
O=C(NC12CC3CC(CC(C3)C1)C2)N1CCN(c2ncccn2)CC1	-4%	6%	5%	-5%	0.2%
CCCNC(=O)CCNC(=O)c1ccc(C(C)(C)C)cc1	-5%	15%	3%	5%	4.1%
O=C(CCCCCN1C(=O)c2cccc3cccc(c23)C1=O)N1CCOCC1	-6%	-13%	-3%	-4%	0.6%
CCOc1ccc(-n2cc(C(=O)Nc3cccc(Cl)c3)c3cc(OC)c(OC)cc3c2=O)cc1	-6%	-5%	-10%	-6%	6.4%
Cc1ccc(/C=C/C(=O)N2CCc3ccccc32)o1	2%	?	3%	4%	2.1%
O=C(COC(=O)c1ccccc1NS(=O)(=O)c1cc([N+](=O)[O-])ccc1Cl)c1ccccc1	4%	6%	-3%	.	.
O=c1c2c3nc4ccccc4nc3n(/N=C/c3ccco3)c2ncn1CCC1=CCCCC1	2%	-3%	1%	4%	1.0%
CN1CCN(c2ccc(NC(=O)COc3ccccc3[N+](=O)[O-])cc2)CC1	-3%	-7%	18%	0%	6.2%
COc1ccc(C2=NOC(C(=O)NCCN3CCOCC3)C2)cc1 (centres undefined)	.	.	3%	4%	1.5%	VEEV TC-83 Vero 10K pilot screen=0.2
C[C@]12c3[nH]c4ccc(Cl)cc4c3CCN1C(=O)[C@@H](CC(=O)NCCC1=CCCCC1)C[C@@H]2C(=O)N1CCOCC1	.	.	.	-7%	1.5%
C[C@@H]1CC[C@]2(O[C@@H](CCO)C[C@@H](O)[C@@H]2O)O1	-4%	-7%	0%	0%	i	VEEV TC-83 Vero 10K pilot screen=0.9
CCc1nc(N2CCN(C(C)=O)CC2)c(C#N)c2c1COC(C)(C)C2	2%	5%	-4%	-19%	0.2%
COc1cc(/C=C/C(=O)OCC(=O)NC(=O)NCc2ccccc2)ccc1OCC#N	-5%	0%	-4%	-9%	1.4%
O=C(NNC(=O)c1ccc(F)cc1F)c1ccc2c(c1)OCO2	3%	1%	17%	4%	1.1%
COc1ccccc1C(=O)COC(=O)CCN=C1NS(=O)(=O)c2ccccc21	-3%	-1%	2%	-16%	3.2%
CCCn1c(N)c(C(=O)NS(=O)(=O)c2ccc(C)cc2)c(=O)n(C)c1=O	-3%	16%	1%	9%	1.4%
COc1cccc(NC(=O)CN2C(=O)NC(C)(C3CC3)C2=O)c1 (centres undefined)	9%	-4%	.	3%	0.1%
O=C(OCc1ccc(F)cc1)c1ccc2c(c1)-c1ccccc1C2=O	9%	14%	-31%	-6%	8.0%
CC12CCC(C(=O)N(c3cccc(Cl)c3)C1=O)C2(C)C (centres undefined)	8%	-14%	-7%	1%	0.9%
O=C(NCC(c1ccco1)N1CCN(c2ccc(F)cc2)CC1)C(=O)NC1CCCCC1 (centres undefined)	-3%	-2%	4%	-8%	1.2%

Of the compounds above, six contain a cyano group.
SMILES	M. tuberculosis HTS	M. tuberculosis	PhoP GFP inhibition	H1N1 NS1A inhibition	VEEV TC-83 Vero	others
CCOC(=O)CN(C(=O)COc1nc(C)cc(C)c1C#N)c1ccc(F)cc1	0%	4%	2%	-18%	0.0%
N#CCc1c(C#N)c(N)nc(N2CCCC(O)C2)c1C#N (centres undefined)	-8%	-2%	3%	-8%	i
N#C/C(=N/Nc1ccccc1[N+](=O)[O-])C(N)=S	-6%	?	1%	2%	i
COc1ccccc1OCc1nc(C#N)c(NCc2ccco2)o1	-6%	27%	7%	6%	i	VEEV TC-83 Vero 10K pilot screen=2.3
CCc1nc(N2CCN(C(C)=O)CC2)c(C#N)c2c1COC(C)(C)C2	2%	5%	-4%	-19%	0.2%
COc1cc(/C=C/C(=O)OCC(=O)NC(=O)NCc2ccccc2)ccc1OCC#N	-5%	0%	-4%	-9%	1.4%
